BRCT PPI green – qHTS Assay for Inhibitors of BRCT-Phosphoprotein Interaction (Green Fluorophore); Breast cancer type 1 susceptibility protein (Homo sapiens), P38398; BRCA1 BRCT-phosphopeptide binding, green fluorescence polarization; Potency, µM (titrated, usually from 76.9 µM), inactives show at the highest dose activity change, negative = inhibition, hits mostly inhibitors; actives 0.05% (n = 75,000);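 further: potency means the concentration at half of the fitted maximal effect; plate controls were peptide without protein for full effect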
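Fluorescence polarization: His-tagged BRCT (~35 kDa BRCA1 C-terminus, 250 nM) bound to 100 nM fluorescein-labeled phosphorylated 10-aa BACH1 peptide, pH 7.3 phosphate buffer with DTT and Tween 20. Compounds incubated 12 min at room temperature; inhibition read as lowered polarization.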
USP2a inhib – qHTS Assay for Inhibitors of Ubiquitin-specific Protease USP2a. Ubiquitin carboxyl-terminal hydrolase 2 (Homo sapiens), O75604. USP2a enzymatic assay, qHTS inhibition. Potency, µM (highest dose often 38.3 µM), for inactives: at the highest dose activity change, negative = inhibition, hits mostly inhibitors. actives 0.1% (n = 60,000). AID 927, 2007;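 further: potency means the concentration at half of the fitted maximal effect; nearly all actives have a fitted effect of over 60% in size; plate controls were DMSO for no effect and NEM full inhibition control for full effect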
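USP2 core (20 nM final) was preincubated with compound for 30 min at RT in 20 mM Tris-HCl pH 8.0, 2 mM CaCl2, 2 mM beta-mercaptoethanol; Ub-PLA2 (20 nM) plus NBD C6-HPC (20 uM) then added, fluorescence read after 2.5 h.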
BRCT inh red – qHTS Assay for Inhibitors of BRCT-Phosphoprotein Interaction (Red Fluorophore) | Breast cancer type 1 susceptibility protein (Homo sapiens), P38398 | BRCT-phosphopeptide binding, red fluorescence polarization | Potency, µM (top dose mostly 76.9 µM), inactives show top-dose activity change, negative = inhibition, hits mostly inhibitors | actives 0.03% (n = 75,000) | AID 892, 2007; further: on the % scale 0 is the no-effect control and ±100 the full control effect
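Rhodamine-labelled pBACH1 10-mer (100 nM) bound to BRCT domain (100 nM) at pH 7.3; compounds incubated 12 min room temperature, polarization read. Free peptide defines full inhibition; unlabelled decapeptide titrated as control.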
HADH2 inhib – qHTS Assay for Inhibitors of HADH2 (Hydroxyacyl-Coenzyme A Dehydrogenase, Type II) | 3-hydroxyacyl-CoA dehydrogenase type-2 (Homo sapiens), Q99714 | recombinant HADH2, NADH fluorescence, beta-hydroxybutyryl-CoA | Potency, µM (top dose mostly 57.1 µM), inactives show top-dose activity change, negative = inhibition, hits mostly inhibitors | actives 3.4% (n = 73,000); further: potency means the concentration at half of the fitted maximal effect; on the % scale 0 is the no-effect control and ±100 the full control effect; nearly all actives have a fitted effect of over 60% in size; many of its hits are not listed in these tables
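His-tagged recombinant enzyme from E. coli, 20 nM, preincubated 15 min RT with compound; reaction started with 1 mM NAD+ and 90 uM beta-hydroxybutyryl-CoA in 100 mM Tris-HCl pH 9.0. NADH fluorescence (ex 360/em 450) read over 4 min; last-minus-first difference.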
Caspase-7 inhib – qHTS Assay for Allosteric/Competitive Inhibitors of Caspase-7 | AID 889, 2007 | actives 0.02% (n = 75,000) | recombinant caspase-7, Ac-DEVD-AFC fluorescence rate | P55210 | Potency, µM (titrated, usually from 57.5 µM), for inactives: top-dose activity change, negative = inhibition, actives largely listed as inhibitors; active means well fitted inhibition curve with a large enough effect in the main read-out, with a control signal flat, not every such curve was filed as active; inconclusive means small, poorly fitted or top-dose-only effect, or a change in a side signal; further: potency means the concentration at half of the fitted maximal effect; % of control where 0% means no effect
Casp1 inh – qHTS Assay for Allosteric/Competitive Inhibitors of Caspase-1 | P29466 | Caspase-1 enzyme, Ac-WEHD-AFC fluorogenic rate | Potency, µM (doses to about 57.5 µM), inactives show at the top dose activity change, negative = inhibition, usual class: inhibitors | actives 0.03% (n = 75,000) | AID 900, 2007;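 further: potency means the concentration at half of the fitted maximal effect; plate controls were vehicle for no effect and no substrate for full effect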
ALOX15 inhib – qHTS Assay for Inhibitors of 15-hLO (15-human lipoxygenase). actives 1.4% (n = 74,000). Potency, µM (highest dose often 57.1 µM), inactives show at the highest dose activity change, negative = inhibition, usual class: inhibitors. Polyunsaturated fatty acid lipoxygenase ALOX15 (Homo sapiens), P16050. purified 15hLO-1, xylenol orange hydroperoxide absorbance; further: potency means the concentration at half of the fitted maximal effect; on the % scale 0 is the no-effect control and ±100 the full control effect; nearly all actives have a fitted effect of over 55% in size
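Purified human 15hLO-1 (40 nM) in 25 mM Hepes pH 7.5, 0.01% Triton X-100, preincubated 15 min RT with compound, then 50 uM arachidonic acid for 6 min. Hydroperoxide read by ferrous/xylenol orange, 30 min; 573/405 nm absorbance ratio gave progress.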
Tau filament bind – qHTS Assay for Tau Filament Binding; Microtubule-associated protein tau (Homo sapiens), P10636; recombinant tau filaments, thioflavin S fluorescence, 15 h; filaments grown with octadecylsulfate alongside compound; Potency, µM (doses to about 57.1 µM), for inactives: at the top dose activity change, negative = inhibition; actives 2% (n = 71,000); AID 596, 2007;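 further: potency means the concentration at half of the fitted maximal effect; on the % scale 0 is the no-effect control and ±100 the full control effect; actives lower thioflavin S fluorescence by blocking filaments or displacing dye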
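Thioflavine S fluorescence (ex 450, em 510 nm) reports filaments formed from 1 uM human tau plus 30 uM ODS over 15 h at 37 C (10 mM HEPES pH 7.4, 100 mM NaCl, 5 mM DTT); compounds displacing dye or blocking filaments lower signal.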
Rhodamine fluor – qHTS Assay for Spectroscopic Profiling in Rhodamine Spectral Region; Rhodamine-region fluorescence, 547/598 nm, Tris buffer; active compounds read high; max dye-equivalent concentration, M; actives 0.05% (n = 59,000); in the data active means max dye-equivalent concentration above about 11 nM; inconclusive means between about 1.1 nM and that limit
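qHTS spectral profiling of compounds without any target or enzyme present, in pH 8.0 Tris buffer; plates were read after a 15-minute room-temperature incubation using the rhodamine-region filter set.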
HEK293 cAMP ctrl – qHTS Assay for Agonists of the Thyroid Stimulating Hormone Receptor: Activators of Intracellular cAMP Concentrations in Parental HEK 293; parental HEK293 CNG cAMP sensor, membrane potential fluorescence; Potency, µM (doses to about 57.1 µM), inactives show at the top dose activation, most hits filed as activators; actives 2.5% (n = 73,000); AID 938, 2007; further: potency means the concentration at half of the fitted maximal effect; % of control where 0% means no effect; nearly all actives have a fitted effect of over 55% in size
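Parental HEK 293 cells stably expressing a cAMP-gated CNG channel were loaded with membrane potential dye containing 100 uM RO 20-1724 for 60 min. Compound added for 30 min; depolarization read as fluorescence intensity at 590 nm.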
Pol III holo inh – qHTS Assay for Inhibitors of DNA Polymerase III Holoenzyme System; reconstituted DNA polymerase III holoenzyme replication, biochemical; Potency, µM (doses to about 57.1 µM), for the others: top-dose activity change, negative = inhibition; actives 0.25% (n = 71,000); AID 603, 2007; further: potency means the concentration at half of the fitted maximal effect; on the % scale 0 is the no-effect control and ±100 the full control effect
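Reconstituted *E. coli* holoenzyme (0.35 nM Pol III, 1 nM beta, 154 nM SSB, 2 nM primase) was preincubated with compound for 15 min at RT. Synthesis on 1.4 nM ssM13Gori ran 35 min, then was stopped with PicoGreen/EDTA and read as dsDNA fluorescence.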
* hit, by the source's call; i = inactive; ? = inconclusive; . = no result given; & = joins results of further samples; [ ] = another dose, or the depositor's remark. Unless noted, the call rests on the fitted dose curve; in most records, active means well fitted curve in the direction sought with a large enough effect; inconclusive means small, poorly fitted or top-dose-only effect, or another doubt; inactive means no such curve, though single readings can be large; an effect the other way counts as inactive or inconclusive.

no. | SMILES | BRCT PPI green | USP2a inhib | BRCT inh red | HADH2 inhib | Caspase-7 inhib | Casp1 inh
1 | Cc1cc(=O)n2nc(N3CCC(C(=O)NCc4cccnc4)CC3)sc2n1 | -0.8% | -2% | -0.7% | 0% | 0% | 1%
2 | N#CCCn1nc(-c2ccccc2)cc1Nc1ccccc1NC(=O)c1cccs1 | 0.3% | 30%[activator] | -1.6% | 7% | -2% | -10%
3 | COc1ccc(OC2C=CC(c3ccccc3)OC2CO)c(C(C)=O)c1 (stereo not drawn) | -0.1%[15.4 µM] | . | 1.0%[15.4 µM] | 2%[11.4 µM] | 0%[11.5 µM] | 3%[11.5 µM]
4 | O=C(CSc1nnnn1-c1ccc(Cl)cc1)N1CCc2ccccc2C1 | 1.0% | 14% | -1.4% | -7% | -4% | -3%
5 | C[C@@H]1CNCCN1S(=O)(=O)c1cccc2cnccc12 | 0.3%&-1.4% | -7% | 0.3%&0.4% | ? | 2%&1% | -2%&2%
6 | CCOC(=O)N1CCN(C(=O)CS(=O)Cc2nc(-c3ccc(C)cc3)oc2C)CC1 (stereo not drawn) | -0.1% | . | -1.4% | ? | 0% | -3%
7 | CC(=Nc1ccc(C)c(C)c1)C1=C(O)CSC1=O | 1.8% | 32%[activator] | 0.5% | ? | -5% | -5%
8 | COc1ccc(C(=O)N2CCCC2)cc1S(=O)(=O)N1CCC(C)CC1 | 2.2% | 1% | 1.1% | -1% | -2% | -1%
9 | Cn1cc(-c2nc3cnc(N4CCNCC4)nc3n(C)c2=O)c2ccccc21 | -1.2% | 9% | 0.7% | -1% | -24% | -17%
10 | COc1ccccc1S(=O)Cc1ccc(C(=O)NCc2ccccc2Cl)o1 (stereo not drawn) | -0.6% | . | 0.7% | -16% | 0% | -1%
11 | COc1ccc(N(CC(=O)Nc2ccc(C)cn2)S(=O)(=O)c2c(C)noc2C)cc1 | 0.7% | 16% | 0.7% | 1% | -2% | -1%
12 | CCOC(=O)N=S(N)(=O)c1ccccc1 (stereo not drawn) | -0.5% | -6% | -1.3% | -8% | 0% | -1%

no. | ALOX15 inhib | Tau filament bind | Rhodamine fluor | HEK293 cAMP ctrl | Pol III holo inh
1 | -1% | -5% | i | 8% | -1%
2 | ? | 1% | i | -6% | -4%
3 | 6%[11.4 µM] | . | . | -3%[11.4 µM] | .
4 | -10% | 12% | i | ? | -1%
5 | ? | ? | i | -1%&3%&17% | 0%&4%&8%
6 | ? | 4% | . | -4% | -6%
7 | 12% | 9% | . | 20% | 1%
8 | -11% | 17% | . | 8% | -3%
9 | 9% | 139% | i | -3% | -13%
10 | -4% | 12% | . | 2% | -2%
11 | -4% | -1% | i | ? | -4%
12 | -7% | -10% | i | -15% | -6%

(further entries)
no. | SMILES | BRCT PPI green | USP2a inhib | BRCT inh red | HADH2 inhib | Caspase-7 inhib | Casp1 inh
13 | CCOC(=O)N1CCN(C(=O)CSc2ccccc2)CC1 | -1.0% | -5% | -2.7% | -12% | -1% | 0%
14 | Cc1occc1-c1nnc(SCC(=O)N2CCN(c3ccccc3F)CC2)n1C | -1.2% | 9% | 0.8% | -5% | -4% | -1%
15 | O=C(O)Cn1cccc1C(=O)c1ccccc1 | -1.1% | -2% | -1.9% | -28% | 0% | -4%
16 | COc1ccc(-c2ccc(-c3nnn(CC(=O)N4CCOCC4)n3)cc2)cc1 | -0.4% | 4% | 0.3% | ? | -1% | 0%
17 | CCC(C)n1c(SC(C)C#N)nc2ccccc2c1=O (stereo not drawn) | 0.6% | 4% | -2.8% | -4% | -7% | 3%
18 | COc1ccc(S(=O)(=O)Cc2ccc(C(=O)N3CCN(c4ccccc4F)CC3)o2)cc1 | -1.1% | . | -1.3% | 9% | -1% | 1%
19 | COc1ccc(C2c3c(oc4ccccc4c3=O)C(=O)N2CCN2CCOCC2)cc1OC (stereo not drawn) | -1.3% | 6% | 1.1% | 8% | 0% | -1%
20 | COCCCNC(CC(=O)Nc1ccccc1C(=O)OC)C(=O)O (stereo not drawn) | 0.1% | -2% | 0.7% | -3% | 0% | 1%
21 | COc1cc([C@H]2[C@@H]3CCCC[C@]3(O)CCN2Cc2ccccc2F)ccc1O | 1.3% | 25% | 1.0% | -5% | 0% | 1%
22 | COc1cc(-c2nn3c(-c4ccccc4)nnc3s2)cc(OC)c1OC | -0.7% | 27% | 0.5% | 5% | -1% | -1%
23 | COc1ccc(NC(=O)CCS(=O)(=O)c2cccc3nonc23)c(OC)c1 | -2.1% | 0% | -1.1% | -7% | 1% | -1%
24 | O=C(O)c1cc(-c2ccco2)[nH]n1 | 0.1% | . | -1.4% | -5% | -3% | -2%

no. | ALOX15 inhib | Tau filament bind | Rhodamine fluor | HEK293 cAMP ctrl | Pol III holo inh
13 | -6% | -1% | i | -4% | -3%
14 | 3% | 25% | i | 10% | 1%
15 | -12% | 2% | i | 5% | 0%
16 | -3% | -3% | i | 2% | -1%
17 | -5% | 15% | i | 88% | 0%
18 | -5% | 11% | . | 21% | -2%
19 | 1% | -3% | i | 6% | -1%
20 | 3% | 20% | i | 4% | -3%
21 | -2% | -11% | i | 25% | 4%
22 | 4% | 10% | i | -4% | 0%
23 | -7% | -11% | i | 0% | -2%
24 | 8% | -10% | i | 6% | 4%

Taken from the results shown, 2 compounds:
no. | SMILES | BRCT PPI green | USP2a inhib | BRCT inh red | HADH2 inhib | Caspase-7 inhib | Casp1 inh
23 | COc1ccc(NC(=O)CCS(=O)(=O)c2cccc3nonc23)c(OC)c1 | -2.1% | 0% | -1.1% | -7% | 1% | -1%
24 | O=C(O)c1cc(-c2ccco2)[nH]n1 | 0.1% | . | -1.4% | -5% | -3% | -2%

no. | ALOX15 inhib | Tau filament bind | Rhodamine fluor | HEK293 cAMP ctrl | Pol III holo inh
23 | -7% | -11% | i | 0% | -2%
24 | 8% | -10% | i | 6% | 4%

New compounds follow:
no. | SMILES | BRCT PPI green | USP2a inhib | BRCT inh red | HADH2 inhib | Caspase-7 inhib | Casp1 inh
25 | Cn1cccc1C(=O)N1CCC[C@@]2(CCN(Cc3nccs3)C2)C1 | -1.1% | 21% | -1.4% | 7% | 0% | -3%
26 | CC(C)CCNC(=O)C1CCCN(S(=O)(=O)c2ccc(F)cc2)C1 (stereo not drawn) | -2.3% | 7% | -1.7% | 13% | 2% | -1%
27 | CCOC(=O)N1CCN(C(=O)C(CC(C)C)NC(=O)C2CCCCC2)CC1 (stereo not drawn) | -1.8% | 1% | -1.1% | -5% | 1% | -2%
28 | CCOC(=O)c1sc(=NC(=O)c2ccc(S(=O)(=O)N3CCOCC3)cc2)n(C)c1C | -1.3% | 12% | 0.0% | -7% | -1% | 1%
29 | O=C(CSc1nc2c(c(=O)n1-c1ccc(F)cc1)SCC2)NCc1ccco1 | 1.6% | 24% | -1.1% | -14% | -1% | -5%
30 | c1ccc(-n2c(SCc3ccncc3)nnc2-c2ccco2)cc1 | -3.1% | 2% | 1.0% | 4% | 0% | -2%
31 | O=C(CN(C(=O)CCNC(=O)c1ccco1)c1ccccc1)NC1CCCC1 | -3.2% | . | -2.2% | 5% | 0% | -1%
32 | O=C1CC(c2nc3ccccc3[nH]2)CN1c1ccccc1 (stereo not drawn) | 0.7% | 1% | -0.5% | 3% | 0% | -2%

no. | ALOX15 inhib | Tau filament bind | Rhodamine fluor | HEK293 cAMP ctrl | Pol III holo inh
25 | 5% | 7% | i | 1% | -4%
26 | 4% | -2% | i | 4% | -7%
27 | 6% | -5% | i | 6% | 0%
28 | -10% | 8% | i | ? | -6%
29 | -8% | -10% | i | ? | -6%
30 | 11% | 3% | i | 15% | 0%
31 | 11% | 4% | i | 3% | -2%
32 | -9% | -1% | i | 2% | -5%

Screens deposited in PubChem by National Center for Advancing Translational Sciences (NCATS).

A portion of the library; rates above refer to the full screens.
